# Assay outcomes: PubChem BioAssay, several laboratories
# GRK2 inh – compounds blocking aptamer binding on GRK2 – biochemical, human GRK2, bead flow cytometry, HTS, primary screen. FAM-aptamer displacement from GRK2. inhibition of aptamer binding, % at 10 µM. 330,000 tested, 0.59% active;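 active = inhibition of aptamer binding above 40%, roughly 3 SD of noise, on plates passing a quality check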;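 also: median bead fluorescence of bound FAM aptamer so fluorescent compounds give negative values; no value below 0 was filed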
# PP1 inh – PP1-alpha phosphatase inhibitors, primary screen, counter-screen for PP5 inhibitor project, biochemical, fluorescence, OMFP substrate, single point; purified PP1alpha; 320,000 tested, 0.9% active; inhibition, % at 6.7 µM; Serine/threonine-protein phosphatase PP1-alpha catalytic subunit (Homo sapiens), P62136;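 active = inhibition above the mean inhibition of all tested compounds plus 3 SD, computed separately for each screening campaign, cut at about 15% in these data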
# Target sequence (P62136 whole entry, looked up): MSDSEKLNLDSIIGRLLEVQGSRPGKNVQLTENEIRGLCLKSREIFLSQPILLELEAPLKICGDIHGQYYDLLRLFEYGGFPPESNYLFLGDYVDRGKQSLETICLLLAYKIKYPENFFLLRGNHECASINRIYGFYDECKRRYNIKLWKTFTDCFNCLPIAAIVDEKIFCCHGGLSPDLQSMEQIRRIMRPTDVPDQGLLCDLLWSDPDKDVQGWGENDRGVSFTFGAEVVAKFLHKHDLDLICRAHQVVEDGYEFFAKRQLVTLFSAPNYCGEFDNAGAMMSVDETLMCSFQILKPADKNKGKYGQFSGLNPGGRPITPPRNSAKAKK
# VLA-4 inh – inhibition in human VLA-4 binding assay, primary screen, VLA-4 allosteric modulator project, MLPCN library, flow cytometry, VLA-4 expressing cells. ligand binding flow cytometry. inhibition, % (about 7 µM as worked out from the volumes in the protocol). 330,000 tested, 0.2% active. AID 2557, 2010; in the data active = inhibition above about 50%
# Fh CTSL1 inh – Fasciola hepatica cathepsin L1 inhibitors, primary screen, counter-screen for PFM18AAP inhibitor project, biochemical, QFRET, fluorogenic peptide substrate | recombinant F. hepatica cathepsin L1, Z-Leu-Arg-MCA fluorescence | inhibition, % at 5.96 µM | 300,000 tested, 0.49% active | AID 1906, 2009;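 active = inhibition above the mean of all tested compounds plus 3 SD, set per screening campaign, cut at about 17% in these data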;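 also: 0% = plate median of test compound wells and 100% = 1 µM Z-Phe-Ala-diazomethylketone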
# procasp3 activ – activators of human procaspase-3 D3A mutant, primary screen, biochemical, absorbance, PC-3 D3A mutant, single concentration; Caspase-3 (Homo sapiens), P42574; recombinant procaspase-3 D3A, Ac-DEVD-pNA absorbance 405 nm; activation, % at 8.5 µM; 330,000 tested, 0.11% active; AID 463141, 2010;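 active = activation above the mean of all tested compounds plus 3 SD, cut at about 21% in these data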;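 also: 0% = DMSO alone and 100% = DMSO wells spiked with extra 5 µM PC-3 D3A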
#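 Test system: Procaspase-3 D3A mutant; medium: Zinc-free HEPES/NaCl buffer with 0.01% Triton X-100 at pH 7.4; reagent: DEVD-pNA substrate; doses: one concentration, 8.5 µM nominal, 0.8% DMSO; times: 1 h preincubation plus 2 h reaction at 25 °C; signal: Epi-absorbance at 405 nm of released p-nitroaniline, 0 and 120 min; replicates: singlicate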
# proCasp7 act – procaspase-7 activators, primary screen, counter-screen for procaspase-3 activator project, biochemical, absorbance, HTS, human | 330,000 tested, 0.093% active | activation, % at 8.5 µM | recombinant procaspase-7, Ac-DEVD-pNA absorbance 405 nm; D23A/D198A/D206A triple mutant, cannot self-cleave; scale: DMSO 0, 5 µM enzyme 100 | AID 463210, 2010 | Caspase-7 (Homo sapiens), P55210;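 active = percent activation above the screen-wide mean plus 3 SD, cut at about 25% in these data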
# Target sequence (P55210 whole entry D23A/D198A/D206A): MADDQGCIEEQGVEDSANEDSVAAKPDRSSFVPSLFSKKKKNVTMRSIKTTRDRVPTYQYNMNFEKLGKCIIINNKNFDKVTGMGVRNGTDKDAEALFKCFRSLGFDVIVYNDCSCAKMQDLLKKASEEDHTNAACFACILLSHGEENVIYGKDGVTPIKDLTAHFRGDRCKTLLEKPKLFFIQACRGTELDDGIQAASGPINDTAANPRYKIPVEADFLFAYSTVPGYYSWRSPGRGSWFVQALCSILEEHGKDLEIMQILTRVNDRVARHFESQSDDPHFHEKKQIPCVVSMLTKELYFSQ
#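 Assay system: Uncleavable procaspase-7 mutant enzyme / Input: 2 µM procaspase-7 mutant as dispensed / Dosing: single nominal 8.5 µM compound dose, 0.8% DMSO final / Timing: 1 h enzyme–compound preincubation and 2 h substrate reaction, both 25 °C / Detection: p-Nitroaniline absorbance at 405 nm, read at 0 and 120 min / Replication: singlicate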
# core dimer inh – inhibitors of HCV core protein dimerization, primary screen, biochemical, TR-FRET, high-throughput; TR-FRET GST/Flag-core106 dimerization, 1536-well; inhibition, % at 5 µM; 300,000 tested, 0.33% active; AID 1899, 2009;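 active = inhibition above the mean of all tested compounds plus 3 SD, set per screening campaign, cut at about 45% in these data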
#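 Assay system – GST-tagged and Flag-tagged HCV core protein residues 1-106 · Quantity – core106 proteins, GST 13.5 nM and Flag 17 nM · Benchmarks – unlabelled core106 and no-GST-core106 wells · Read-out basis – percent inhibition of core106 dimerization signal · Detection – time-resolved FRET, ex 340 nm, em 617 and 671 nm · Schedule – 4 h at 22.5 °C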
# GASC-1 inh – inhibitors of GASC-1 histone demethylase, primary screen, biochemical, fluorescence, DELFIA europium | inhibition, % at 2.35 µM | GST-JMJD2C(1-420) H3K9me3 demethylation | 330,000 tested, 0.069% active;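 active = more than half of a compound's replicate wells show inhibition beyond 50%, single wells judged on their own value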;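 also: signal counts dimethyl H3K9 product captured on neutravidin plate; 0% = median of DMSO wells and 100% = 0.3 times that DMSO median; strong numbers were not always called active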
# Target sequence (Q9H3R0 1-420 limits assumed): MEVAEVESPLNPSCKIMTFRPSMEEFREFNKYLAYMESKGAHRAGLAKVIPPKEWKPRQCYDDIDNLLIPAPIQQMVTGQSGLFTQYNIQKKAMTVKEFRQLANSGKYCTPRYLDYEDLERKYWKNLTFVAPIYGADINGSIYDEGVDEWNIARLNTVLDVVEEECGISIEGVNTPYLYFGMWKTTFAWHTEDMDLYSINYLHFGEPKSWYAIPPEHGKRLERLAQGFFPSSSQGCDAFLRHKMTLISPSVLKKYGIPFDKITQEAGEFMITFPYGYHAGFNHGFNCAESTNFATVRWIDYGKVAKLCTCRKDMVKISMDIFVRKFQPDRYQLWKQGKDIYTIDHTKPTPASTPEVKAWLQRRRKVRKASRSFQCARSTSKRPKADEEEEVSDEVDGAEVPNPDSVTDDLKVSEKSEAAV
# PP5 inh – PP5 phosphatase inhibitors, primary screen, biochemical, fluorescence | Serine/threonine-protein phosphatase 5 (Homo sapiens), P53041 | purified PP5c, OMFP substrate fluorescence | inhibition, % at 6.7 µM | 320,000 tested, 0.18% active | AID 1987, 2009;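 active = inhibition above the campaign's mean inhibition across all tested compounds plus 3 SD, cut at about 9.5% in these data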;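 also: 0% = DMSO only and 100% = 100 µM cantharidin control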
# * = called active by the depositor; nt = not tested or not shown.
SMILES,GRK2 inh,PP1 inh,VLA-4 inh,Fh CTSL1 inh,procasp3 activ,proCasp7 act,core dimer inh,GASC-1 inh,PP5 inh
CSCCC(NC(=O)c1ccc([N+](=O)[O-])cc1Cl)C(=O)OCC(=O)N1CCN(C(C)=O)CC1 (stereo not given),1,-1,7,-1,6,10,-3,64,-0.6
O=C(CSc1nc(-c2ccccc2)cs1)N1CCN(C(=O)c2ccco2)CC1,2,0,-2,-7,3,3,-1,17,1.9
CCN(c1ccccc1)S(=O)(=O)c1ccc(F)cc1,3,-1,8,-5,-2,-6,0,16,2.9
CCCCn1c(=O)[nH]c(=O)c2c(C(=O)OCC)cc(-c3cccs3)nc21,0,-1,-4,3,18,3,10,7,0.1
CCc1nc2c(n1O)CCc1nonc1-2,0,-3,-6,6,-11,12,-6,-6,-0.1
CSc1ccc(CNC(=O)C(C)n2nc(C)c3c(C)n(-c4ccccc4)nc3c2=O)cc1 (stereo not given),1,-1,2,1,4,4,4,-5,1.7
CCCn1nc(C(=O)OCc2nc(N)nc(Nc3ccccc3C)n2)c2ccccc2c1=O,0,-3,9,nt,3,6,nt,-4,1.4
Cc1cccc(C)c1NC1=C(Cl)C(=O)OC1OC(=O)c1ccccc1 (stereo not given),1,2,-7,2,-6,-10,5,-2,2.3
COc1cccc(NC(=O)CN(C)C(=O)/C=C/c2cc(OC)ccc2OC)c1,1,-7,6,-3,-4,-9,-7,-3,1.8
CCC(CC)c1nnc(NC(=O)c2cccnc2SC)s1,3,-1,4,5,8,10,3,12,-1.1
NC(=S)N/N=C/c1ccc(-c2cc(Cl)cc(Cl)c2)o1,1,2,-13,11,-7,-15,-6,4,3.3
COc1ccc(N(CC(=O)NCc2ccco2)S(C)(=O)=O)cc1,0,-2,-3,-2,8,1,-11,10,0.1
COc1ccc(CNc2cc(C)nc3ncnn23)c(OC)c1,0,-2,9,1,1,1,2,0,-2.9
O=c1c2[nH]c3ccc(F)cc3c2nc2n1CCS2,0,0,0,8,-1,3,0,-12,0.6
CC(/C=N/NC(=O)c1ccc(Br)cc1)=C\c1ccccc1,0,0,15,6,1,4,-2,5,-1.8
O=C(Nc1nccs1)c1cc(S(=O)(=O)N2CCOCC2)ccc1Cl,1,-4,-2,-3,-6,3,-5,10,1.0
COC(=O)N/N=C/c1ccc(-c2ccc(Cl)cc2Cl)o1,7,2,1,-1,-4,3,-8,0,5.5
CCCC(=O)Nc1cc(-c2nn(C)c(=O)c3ccccc23)ccc1N1CCOCC1,0,-1,3,-1,6,11,-2,8,-0.5
CC(CN1CCCCC1)C(=O)NNC(=O)C12CC3CC(CC(C3)C1)C2 (stereo not given),13,-1,8,-4,9,1,1,20,-2.1
CCc1ccc(NC(=O)C(=O)NNC(=O)c2cccs2)cc1,1,1,-2,1,7,-5,0,-18,-1.8
COc1ccc(Cl)cc1NC(=O)C1CCCO1 (stereo not given),0,-1,8,-2,-14,5,1,2,1.8
COc1ccc(NC(=O)COC(=O)/C=C/c2ccccc2[N+](=O)[O-])cc1,0,0,7,-9,2,14,1,2,0.3
O=C(c1ccco1)N1CCN(C(=O)c2ccc(CS(=O)c3ccc(Cl)cc3)o2)CC1 (stereo not given),0,0,10,-1,5,-8,3,5,1.9
Cc1ccc(CSc2nc3ccsc3c(=O)n2Cc2ccccn2)cc1,1,6,11,2,-7,-9,5,0,1.8
COCCCN(Cc1ccco1)C(=O)c1cc2c(s1)-c1ccc(Cl)cc1S(=O)(=O)C2,3,2,2,2,11,-7,-3,1,2.3

# (more compounds)
SMILES,GRK2 inh,PP1 inh,VLA-4 inh,Fh CTSL1 inh,procasp3 activ,proCasp7 act,core dimer inh,GASC-1 inh,PP5 inh
CCOC(=O)C1(CCc2ccccc2)CCN(C(=O)c2cccc(C)n2)CC1,0,0,5,-1,2,6,12,-10,-0.3
CCCn1c(=O)c(-c2nc3ccccc3[nH]2)c(O)c2ccccc21,1,-4,2,4,11,10,27,-4,-1.0
CC1CCN(C(=O)COC(=O)CCc2c[nH]c3ccccc23)CC1,2,-5,14,-4,-6,3,-2,-4,0.6
COCCN(C(=O)c1ccccc1)c1nc(-c2ccc(OC)cc2)cs1,1,-3,20,-1,3,0,2,-5,2.3
O=C(COc1ccc(Br)cc1)Nc1nnc(-c2cccnc2)s1,1,-3,2,-2,11,7,-13,14,-0.9
Cc1ccc(NC(=O)Nc2ccccc2C(=O)NCc2ccccc2)cc1,2,0,4,10,1,3,6,-9,3.0
C[C@H](CO)N1C[C@H](C)[C@@H](CN(C)Cc2ccc3c(c2)OCO3)Oc2c(NC(=O)C3CCCCC3)cccc2C1=O,4,nt,9,nt,4,6,nt,37,nt
CCCc1nc2ccc([N+](=O)[O-])cc2[nH]1,0,-3,15,-1,2,-10,-4,10,2.0
O=C(Oc1coc(CSc2ncccn2)cc1=O)c1ccc(Br)o1,1,-3,1,-15,0,0,-3,-6,1.9
O=C(COC(=O)c1cccc(S(=O)(=O)N2CCOCC2)c1)NCc1ccccc1,1,nt,-23,nt,-5,5,nt,-3,nt
O=C(O)c1cc(-c2ccc(/C=N/N3C(=O)C4C5C=CC(C6CC56)C4C3=O)o2)ccc1Cl (stereo not given),25,-1,-10,3,-7,-2,-1,34,1.1
COc1ccccc1N1CCN(CC(=O)NCCc2ccc(S(N)(=O)=O)cc2)CC1,1,-2,5,3,5,11,-1,12,1.9
CN1CCN(c2ccccc2NC(=O)c2ccc(-c3ccc(Cl)c(Cl)c3)o2)CC1,0,7,-5,2,3,12,4,5,4.2
COc1ccc(N2CCN(C(=O)COc3ccc4c(C)c(C)c(=O)oc4c3C)CC2)cc1,1,-6,19,-1,1,5,3,-9,-1.0
COc1cccc(NC(=O)c2ccc(NC(=O)C3CC(=O)OC34CCCCC4)cc2)c1 (stereo not given),0,-1,19,1,7,2,6,1,2.0
COc1ccc(NS(=O)(=O)c2ccc(NC(=O)C3CC3)cc2)cc1,1,2,1,-1,8,-7,2,23,3.4
CC(=O)Nc1ccc(NC(=O)C(C)Sc2nc3ccccc3c(=O)n2Cc2ccco2)cc1 (stereo not given),2,-4,6,-2,-2,12,-1,1,-0.8
COC(=O)CCSCC(=O)Nc1ccc(S(=O)(=O)N2CCOCC2)cc1OC,0,-3,-19,-3,-1,8,-2,9,2.1
Cc1cc(O)c(C=Nc2cccc(Cl)c2)c(=O)o1,0,3,-11,-6,1,11,4,10,1.5
O=C(N/N=C/c1ccc(O)cc1)c1csc2c1CCCC2,4,0,9,0,-9,-8,-1,-12,1.3
N#CC1=C(N)C2=CCCC[C@H]2[C@H](c2ccc(Br)cc2)C1(C#N)C#N,8,1,-2,3,-1,-7,9,17,0.6
CCOc1ccc(OCC)c(S(=O)(=O)NNC(=O)c2c(C)nc3ccccn23)c1,1,-2,19,4,5,6,-6,-7,0.0
COC(=O)c1ccc(N2C(=O)Nc3ccccc3N2O)cc1,0,-3,7,1,-5,1,-7,-1,3.1
C=CCNC(=O)NC(=O)COC(=O)/C=C/c1cccc([N+](=O)[O-])c1,1,0,-12,-5,2,6,0,3,0.8
O=C(COC(=O)c1cccc(Br)c1)NCCc1ccc(F)cc1,1,-3,3,-4,6,0,-1,4,2.4

# Reformatted field by field: entries from further up
O=C(Oc1coc(CSc2ncccn2)cc1=O)c1ccc(Br)o1
  GRK2 inh = 1
  PP1 inh = -3
  VLA-4 inh = 1
  Fh CTSL1 inh = -15
  procasp3 activ = 0
  proCasp7 act = 0
  core dimer inh = -3
  GASC-1 inh = -6
  PP5 inh = 1.9

O=C(COC(=O)c1cccc(S(=O)(=O)N2CCOCC2)c1)NCc1ccccc1
  GRK2 inh = 1
  PP1 inh = nt
  VLA-4 inh = -23
  Fh CTSL1 inh = nt
  procasp3 activ = -5
  proCasp7 act = 5
  core dimer inh = nt
  GASC-1 inh = -3
  PP5 inh = nt

# Continuation.
SMILES,GRK2 inh,PP1 inh,VLA-4 inh,Fh CTSL1 inh,procasp3 activ,proCasp7 act,core dimer inh,GASC-1 inh,PP5 inh
CCOC(=O)c1nnc(-c2cccs2)nc1Oc1ccc(Cl)cc1,0,-4,15,-1,-2,-10,0,-5,-0.1
Cc1cc(NC(=O)/C=C/c2ccc(Br)cc2)no1,0,5,14,3,1,2,0,-21,-0.7
Fc1ccc(NC(=S)Nc2ccc3nccnc3c2)cc1,0,-1,-36,4,-8,-13,-2,-14,-1.1
Cc1ccc(C(c2nnnn2CC2CCCO2)N2CCN(C(=O)c3ccco3)CC2)cc1 (stereo not given),2,-3,8,4,-2,2,4,9,1.4
O=C(N/N=C/c1ccc(O)c(O)c1)c1cccc(S(=O)(=O)N2CCCCC2)c1,0,4,10,-6,5,-9,-6,-13,-0.7
COc1cccc2cc(-c3n[nH]c(=S)n3C)oc12,3,-2,7,3,3,-13,-3,-29,-0.5
CCC(=O)Nc1ccc(-c2nnc(SCC(=O)N3CCCCC3)n2C)cc1,5,1,-9,3,-2,15,-8,-12,2.3
C=CCn1c(SCC(=O)N2CC(C)OC(C)C2)nnc1-c1ccncc1 (stereo not given),1,-3,24,nt,0,7,nt,nt,-1.6
COc1cccc(NC(=O)CSCc2cc(=O)n3ccsc3n2)c1,0,-4,-8,0,5,3,14,19,-3.1
Cc1nc(Oc2ccccc2)c2ccsc2n1,2,-3,22,-2,3,1,3,-16,-1.4
CCN(C(=O)COC(=O)c1ccc(F)c(S(=O)(=O)N2CCOCC2)c1)C1CCS(=O)(=O)C1 (stereo not given),0,-1,4,-3,-3,13,-4,-1,2.1
O=C(Cc1cccs1)Nc1ccc(S(=O)(=O)N2CCCC2)cc1,0,2,-21,14,-3,2,41,-4,-0.3
O=C(Cc1ccccc1)Nn1c(-c2ccccc2F)nc2ccccc2c1=O,1,-2,10,2,5,4,-4,-35,1.3
O=C(CC(=O)c1ccccc1)Nc1ccccc1C(F)(F)F,0,1,11,2,-1,-5,-4,1,1.9
CCOc1ccc(S(=O)(=O)Nc2ccc(C(=O)NCC(C)(C)N3CCOCC3)cc2)cc1,3,-1,4,0,1,0,0,2,-1.6
O=C(/C=C/c1ccc(Cl)c(C(F)(F)F)c1)N1CCN(c2ccccn2)CC1,1,4,4,-2,6,-3,-5,1,4.0

# The order is random; any-hit rate near 2.6%.
